# human PMI inhibition – MPI enzyme activity inhibition – biochemical, fluorescence intensity, coupled assay, primary screen (AID 1209). purified PMI enzyme, coupled fluorescence intensity; higher % means a stronger effect. one-dose inhibition, % at 20 µM; IC50 in µM for titrated hits. 190,000 tested, 0.42% active;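 note: plate controls were DMSO vehicle for no effect and wells lacking substrate for full effect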
# Ins promoter up – MIN6 insulin promoter up-regulation. MIN6 insulin promoter-GFP reporter, high-content imaging; active compounds read high. z-score at 5 µM. 190,000 tested, 0.3% active;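 active = z-score above 3 at 5 µM with at least 500 cells counted in the well; inconclusive = wells under 500 cells, flagged as cytotoxic or low count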
# bCat nuc transl – modulators of beta-catenin nuclear translocation. nuclear translocation activity, % at 5 µM. HeLa beta-catenin nuclear translocation, immunofluorescence imaging. 190,000 tested, 0.3% active. AID 1665;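 active = nuclear translocation activity above 50% at 5 µM, with a well cell count of 50 or more; inconclusive = wells under 50 cells across six images, flagged as toxic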;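 note: per-cell ratio of nuclear to cytoplasmic median beta-catenin stain intensity; plate controls were DMSO negative control for no effect and GSK-3 inhibitor IX positive control for full effect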
#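 Test system: human HeLa cells, endogenous beta-catenin. Times: 24 h compound exposure, 37°C. Measured by: beta-catenin immunofluorescence imaging with DAPI.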
# Autophagy HCS – modulators of autophagy; calls only at 10 µM (by protocol); 190,000 tested, 0.98% active; MEF GFP-LC3 puncta imaging; test concentration mostly 10 µM;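 active = percentage of spot-positive cells more than 3 SD above its plate mean, without a fluorescence outlier flag or 80% toxicity; inconclusive = no clear call, values can overlap the other calls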;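 note: spot-positive cell cutoff set from DMSO-treated cells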
# MT stabilize HCS – microtubule stabilization, imaging screen; HeLa tubulin immunostaining HCS, 24 h; share of cells brighter than vehicle mean+2SD; % tubulin-high responders, % at 10 µM; 200,000 tested, 0.83% active;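 active = plate Z-score above 3 for both tubulin-high and condensed-nucleus cell shares, with cell loss under 80%, at 10 µM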;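 note: anti alpha tubulin signal scored within the nucleus-defined area of each cell; some results filed as inactive read as strong as hits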
# Lipid droplet – hepatic lipid droplet formation modulation | AML12 mouse hepatocytes, oleate lipid droplets, BODIPY imaging | inhibition, % at 6.5 µM | 240,000 tested, 0.4% active;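 active = lipid droplet intensity inhibited by at least 50%, with more than 500 cells counted; inconclusive = wells with under 300 cells, treated as cytotoxic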
#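 Assay system: AML12 mouse liver cells | Compound: 6.5 µM single-point dosing | Schedule: Overnight exposure | Technique: Fluorescence imaging, 20x objective, two fields per well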
# T cell HTS – T cell immune modulation candidate | 2C CD8+ T cell-vesicle binding, flow cytometry; active compounds read low | calls only at 7 µM | 330,000 tested, 0.068% active;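 active = response, share of CD8 T cells binding vesicles, and their 90th percentile fluorescence all below set limits, cut at about 80% in these data, passing the limit was not always enough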
#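 Assay system – 2C mouse CD8+ T cells · Also added – QL9-loaded Drosophila micro-vesicles · Timing – Cell–vesicle co-incubation 1.5 h at 37 °C, staining 20 min on ice · Signal – flow cytometry of vesicle-bound cells · Measure – percent CD8+ FL2 mean versus row control · Controls – Peptide-free naked vesicles (low) and QL9 vesicles with 0.7% DMSO vehicle (high)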
# TNAP activators – stimulation of alkaline phosphatase TNAP activity – biochemical, luminescent, no phosphate acceptor, uHTS, primary screen (AID 1001); one-dose activation fold at 20 µM; EC50 in µM for titrated hits; purified TNAP, luminescent activation assay, no phosphate acceptor; higher activation fold means a stronger effect; 200,000 tested, 0.03% active; in the data active = activation fold from about 3, or a potency from the dose series; inactive = the rest, 99 in 100 with activation fold below about 1.6; note: many of its hits are not listed in these tables
# PMI inhibition – MPI inhibition at elevated mannose 6-phosphate – biochemical, fluorescence intensity, high mannose 6-phosphate, primary screen (AID 1220). recombinant PMI enzyme, coupled fluorescence intensity; higher % means a stronger effect. 190,000 tested, 0.66% active. inhibition, % at 20 µM; hits with a dose series show IC50 in µM
# Ins promoter up cell count – recorded beside Ins promoter up, whose call it bears; cell count; measured here: cytotoxicity, nuclei count;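 total cells summed across four imaged fields per well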
# Lipid droplet cells 6.5 µM – also measured in Lipid droplet; calls as there; cell count; measured here: cell count, cytotoxicity flag;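 cells counted across two imaged fields per well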
# bCat nuc transl cell count 5 µM – recorded beside bCat nuc transl, whose call it bears; cell count; measured here: cell count, cytotoxicity flag
# T cell HTS vesicle-bound % – also measured in T cell HTS; calls as there; double positive events, %; measured here: CD8+ vesicle-bound cell fraction;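 binding gate set so that unloaded-vesicle control wells show 10% double positive cells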
# MT stabilize HCS Hoechst-high % – second read-out of MT stabilize HCS, no call of its own (marks repeat the call); % Hoechst-high responders; measured here: nuclear condensation Hoechst responders;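 share of cells brighter than vehicle mean plus two SD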
# MT stabilize HCS cytotoxicity % – second read-out of MT stabilize HCS, no call of its own (marks repeat the call); toxicity, %; measured here: cytotoxicity by cell density;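 0% = mean cell density of plate MIN control wells and 100% = no cells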
# Autophagy HCS cell loss 18 h – second read-out of Autophagy HCS, no call of its own (marks repeat the call); toxicity, %; measured here: cell loss, nuclei count;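 cell loss after 18 h compound exposure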
# * hit, by the source's call; i = inactive; ? = inconclusive; . = no result given. Cut-off read from the data, not from the text of the source, unless noted: active = inhibition above about 50%; inactive = the rest.
SMILES,human PMI inhibition,Ins promoter up,Ins promoter up cell count,bCat nuc transl,bCat nuc transl cell count 5 µM,Autophagy HCS,Autophagy HCS cell loss 18 h,MT stabilize HCS,MT stabilize HCS Hoechst-high %,MT stabilize HCS cytotoxicity %,Lipid droplet,Lipid droplet cells 6.5 µM,T cell HTS,T cell HTS vesicle-bound %,TNAP activators,PMI inhibition
CN(C)C(=O)c1ccccc1Sc1cc(Cl)ccc1Cl,8%,-0.55,1267,0.2,1351,i,-19,2.5,2.8,1.7,.,.,i,53,1.1,10%
OC(CNCc1ccccc1Cl)C(F)(F)F (stereo not given),5%,-0.84,1598,-5.5,1159,i,9,1.8,2.0,4.7,-1,681,i,20,1.1,7%
CN(Cc1cnn(C)c1)Cc1nc(C(c2ccccc2)c2ccccc2)no1,1%,0.6,1443,-2.1,1016,i,10,1.2,1.0,5.9,-10,743,i,59,1.1,-8%
O=C(CN1C(=O)C2CC=CCC2C1=O)NCc1cccs1 (stereo not given),-3%,0.1,1124,-0.6,988,i,44,3.1,1.4,2.5,-3,680,i,64,1.1,-2%
CCC(CC)C(=O)Nc1ccc(C(=O)c2ccccc2)cc1,6%,-0.46,1187,2.0,471,i,-12,1.4,4.9,5.5,2,721,i,27,1,23%
Cc1nn(-c2ccccc2)c2c1C(c1ccccc1)C(C#N)=C(N)O2 (stereo not given),10%,-1.9,556,-0.6,1009,i,-1,5.7,2.8,10,4,681,i,24,1,-2%
CCc1ccc(NC(=O)Nc2ccc3c(c2)N(C)C(=O)CS3)cc1,16%,-0.26,894,.,.,i,-7,3.0,3.6,6.2,.,.,i,50,1.1,15%
C=CCNc1oc(-c2ccc(OCC)cc2)nc1C#N,12%,-0.07,1991,-2.6,1137,i,-3,2.5,1.2,5.1,1,703,i,5,1.2,14%
COc1ccc(/C=C/C(=O)Nc2ccc3nc4n(c(=O)c3c2)CCCC4)cc1OC,4%,.,.,-0.1,1041,i,-38,4.8,3.1,0.3,7,656,i,24,1.1,-3%
Cn1nccc1C(=O)NCCN1C(=O)OC(C)(C)C1(C)O (stereo not given),2%,-0.37,1153,.,.,i,3,4.0,1.6,17,8,728,i,51,1.1,3%
CCCNC(=O)c1ccccc1NC(=O)c1ccccc1N(C)S(=O)(=O)c1ccc(C)cc1,10%,-0.64,1112,-1.8,1187,i,0,15,13,20,-28,694,.,.,1.1,14%
COc1ccc(-c2nn(-c3ccccc3)cc2CNC(C)Cn2cncn2)c(F)c1 (stereo not given),3%,0.24,1439,-2.1,1019,i,-29,3.8,2.5,6.5,-1,751,i,14,1,-3%
CS/C(=C/[N+](=O)[O-])Nc1cccc2c1C(C)CC2(C)C (stereo not given),3%,0.1,1261,-0.5,1011,i,4,5.6,2.5,5.9,-2,655,i,62,1,1%
COc1ccc(NCc2nnc(SCC(=O)c3ccc(C)cc3)o2)cc1,10%,.,.,-6.6,1333,i,-33,1.9,1.8,3.3,2,730,i,38,1.1,1%
O=C(NNc1nc2ccccc2o1)c1ccccc1,.,0.33,922,0.3,1279,.,.,.,.,.,2,748,i,44,.,.
CCN(CC(=O)NC(C)(C)C)C(=O)c1ccc2c(c1)S(=O)(=O)c1ccccc1C2=O,3%,-0.27,1265,-1.5,1016,i,5,2.9,1.9,6.3,-2,631,i,20,1,-1%
COCc1cc(C)nc(SC)c1C#N,-3%,-0.07,1448,1.1,1485,i,-7,2.1,2.6,12,-4,742,i,65,1.1,-3%
N#CC1=C(N)Oc2c(oc(CO)cc2=O)C1c1ccccc1[N+](=O)[O-] (stereo not given),.,-0.53,996,-0.6,1352,.,.,.,.,.,8,696,i,36,.,.
C=C(C)Cn1c(CCCNC(=O)CC)nc2ccccc21,2%,.,.,0.1,945,i,-6,3.7,1.2,4.5,2,763,i,20,1.1,3%
CCC(Sc1nc2ccccc2c(=O)[nH]1)C(=O)Nc1ccc(C(C)=O)cc1 (stereo not given),14%,1.4,1412,-0.5,926,i,-11,1.8,1.9,3.6,-8,648,i,50,1.1,6%
COc1ccc(-n2c(Cc3cccn3C)nnc2SCC(=O)Nc2cccc(OC)c2)cc1,12%,1.6,1604,2.0,1051,.,.,5.7,4.4,2.3,-6,550,i,54,1.2,8%
COc1ccc(OC)c(NC(=O)c2c(NC(=O)c3ccco3)sc3c2CCC3)c1,8%,-0.33,1376,-2.1,1199,i,3,2.9,2.9,4.6,6,727,.,.,1,-3%
Cc1[nH]c2ccccc2c1/C=N/Nc1ccccc1[N+](=O)[O-],10%,-1.1,1460,-4.5,1055,i,2,6.9,0.7,13,85*,700*,i,44,0.9,6%
C=CCOC(=O)C1C(=O)CC(C)(O)C(C(=O)OCC=C)C1c1ccc(N(C)C)cc1 (stereo not given),-10%,.,.,-1.8,596,i,-39,2.8,2.1,5.0,-17,739,i,25,1.1,-11%

# Reprinted from the part before: 4 compounds, then new ones.
SMILES,human PMI inhibition,Ins promoter up,Ins promoter up cell count,bCat nuc transl,bCat nuc transl cell count 5 µM,Autophagy HCS,Autophagy HCS cell loss 18 h,MT stabilize HCS,MT stabilize HCS Hoechst-high %,MT stabilize HCS cytotoxicity %,Lipid droplet,Lipid droplet cells 6.5 µM,T cell HTS,T cell HTS vesicle-bound %,TNAP activators,PMI inhibition
COc1ccc(-n2c(Cc3cccn3C)nnc2SCC(=O)Nc2cccc(OC)c2)cc1,12%,1.6,1604,2.0,1051,.,.,5.7,4.4,2.3,-6,550,i,54,1.2,8%
COc1ccc(OC)c(NC(=O)c2c(NC(=O)c3ccco3)sc3c2CCC3)c1,8%,-0.33,1376,-2.1,1199,i,3,2.9,2.9,4.6,6,727,.,.,1,-3%
Cc1[nH]c2ccccc2c1/C=N/Nc1ccccc1[N+](=O)[O-],10%,-1.1,1460,-4.5,1055,i,2,6.9,0.7,13,85*,700*,i,44,0.9,6%
C=CCOC(=O)C1C(=O)CC(C)(O)C(C(=O)OCC=C)C1c1ccc(N(C)C)cc1 (stereo not given),-10%,.,.,-1.8,596,i,-39,2.8,2.1,5.0,-17,739,i,25,1.1,-11%
CC(NC(=O)CCCOc1ccc(Cl)cc1)c1ccccc1 (stereo not given),2%,-0.13,1464,-0.2,1031,i,-4,3.9,3.9,2.4,5,652,i,34,1.1,6%
CN(C)c1ccc(C(c2nnnn2CCOC(=O)Nc2ccc(Cl)cc2)N2CCOCC2)cc1 (stereo not given),18%,0.4,733,0.2,1014,i,10,5.0,2.3,9.6,-1,686,.,.,1,12%
ClCc1nnc(-c2cc3c(s2)CCCC3)o1,-19%,.,.,0.4,453,i,17,1.1,2.0,2.3,-4,696,.,.,1.1,-16%
O=C(NCC1CCCO1)c1c(O)c2ccccc2[nH]c1=O (stereo not given),6%,0.29,1193,-3.0,896,i,-3,1.5,1.3,1.1,.,.,i,18,1.1,12%
COc1cc(/C=C2/SC(=Nc3ccc(O)cc3)NC2=O)ccc1O,.,-0.08,1013,50,457,.,.,.,.,.,2,646,i,39,.,.
CCOc1cc(/C=N/NC(=O)c2ccc(CN3CCOCC3)cc2)ccc1OC,1%,-0.07,1546,0.1,1502,i,-1,3.9,2.5,9.9,13,705,i,38,1.1,-10%
COc1ccc2c3c(c(=O)oc2c1OCC(=O)O)CCCC3,-8%,0.14,1250,0.0,924,i,5,5.8,1.3,6.1,20,646,i,47,1.1,-6%
CC(=O)N1CCN(c2nc(C)nc3sc4c(c23)CCC(C)C4)CC1 (stereo not given),2%,-0.26,1553,1.5,1343,i,-1,1.8,1.2,4.9,.,.,i,34,1,6%
Cc1ccc(N=CC2=C(O)CC(c3cccc(Cl)c3)CC2=O)cc1 (stereo not given),-2%,0.11,1237,0.5,986,i,10,3.0,2.2,2.8,-2,622,i,29,1.1,-7%
CCOc1ccc(S(=O)(=O)NNC(=S)Nc2ccc(Br)cc2)cc1,14%,1.2,1295,1.4,613,i,-12,3.1,2.4,8.2,18,747,i,25,1,0%
COc1ccc(NC(=O)C2Cc3ccccc3CN2C(=O)c2ccccc2)cn1 (stereo not given),6%,?,.,.,.,i,-14,2.9,2.5,8.0,6,809,i,46,1.1,12%
COc1ccc(OCCSc2nc(N)cc(=O)[nH]2)cc1,15%,1.1,1536,-0.8,974,i,33,1.4,1.5,2.6,-8,693,i,22,1,4%
COC(=O)c1cc(Br)c(=O)n(CCc2ccc(F)cc2)c1,0%,-1.8,986,-2.9,1224,i,4,1.2,2.0,9.8,-2,763,i,53,1.2,-1%
CCNc1nc(NCC)nc(N(CC)C(N)=S)n1,.,-0.74,1133,-1.2,1325,.,.,.,.,.,11,690,i,58,.,.
O=C(O)CCC(=O)NCc1ccc(C(=O)O)cc1,1%,2.6,814,.,.,i,17,2.1,1.1,4.8,.,.,i,3,1.1,-3%
CCS(=O)(=O)N1CCN(C2CCC(C)CC2)CC1 (stereo not given),14%,0.92,1878,-0.1,1052,i,-15,1.9,1.5,11,2,681,i,23,1.1,6%
O=C(CN1C(=O)c2ccccc2C1=O)Nc1cccc2cccnc12,-2%,-0.68,944,-6.5,1133,i,5,2.2,3.5,4.3,.,.,i,33,1.2,2%
Cc1c(-n2cccc2C=O)cccc1[N+](=O)[O-],3%,0.03,1621,-4.8,1062,i,3,3.6,2.5,5.3,4,691,i,46,1.6,0%
O=C(CN1C(=O)CCC1=O)Nc1nc(-c2cccs2)cs1,-9%,-0.08,1248,-8.4,1093,i,-10,4.1,2.6,4.1,.,.,i,32,1.2,-2%
